High-throughput results: PubChem BioAssay, several laboratories
LYP act: activators of human LYP (PTPN22) phosphatase | activation, % at 2 µM | 96,000 tested, 0.11% active | recombinant LYP, DiFMUP fluorescence; 0 = plate median, 100 = signal doubled | AID 697;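 active = activation at 2 µM above a set limit, the mean plus 5 SD, cut at about 37% in these data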
PostGolgi ctrl: growth of the yeast control strain, post-Golgi counter-screen | efflux-deficient yeast background strain, growth absorbance A615, 16 h | 98,000 tested, 5% active | AID 738 | inhibition, % at 10 µM
PostGolgi yeast: growth inhibition of a yeast mutant, post-Golgi transport screen. 98,000 tested, 0.9% active. inhibition, % at 10 µM. post-Golgi transport phenotypic cell assay;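 also: yeast cells grown in 1536-well plates; yeast grown about 18 h at 30C before absorbance read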
PTPN22 inh 2: LYP (human) phosphatase inhibition; Q9Y2R2; recombinant LYP catalytic domain, DiFMUP fluorescence; inhibition, % at 2 µM; 96,000 tested, 0.21% active; AID 640;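 active = inhibition at 2 µM at or above a set limit, the screen mean plus 3 SD, cut at about 24% in these data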;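 also: 0% = DMSO with enzyme and 100% = enzyme fully blocked by orthovanadate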
CYP2C9 inhib: human CYP2C9 inhibition; inhibition, % at 5 µM; 96,000 tested, 20% active; P11712; CYP2C9 Supersomes, luciferin-H conversion, luminescence;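 active = blocking of liver enzyme CYP2C9 beyond about 50% at 5 µM, limit read from the data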; also: values of inactives mirror those of a sister screen read the other way
CYP2C9 activ: activators of human CYP2C9; 96,000 tested, 1.4% active; recombinant CYP2C9, luciferin-H conversion, luminescence; stronger effect = higher value; factor 1 = untreated enzyme, 0 = blocked; P11712; AID 1024; activation factor at 5 µM;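 active = activation factor of 2 or more for CYP2C9 at a 5 µM dose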;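 also: 0 = sulfaphenazole-blocked wells and 1 = vehicle-only wells; values of inactives mirror those of a sister screen read the other way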
Ecoli WT expand: growth inhibitors of E. coli BW25113 wild type; OD600 absorbance; growth inhibition, % at 100 µM; 98,000 tested, 0.15% active;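 active = growth inhibition above about 50% at one test dose, limit read from the data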;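 also: growth measured after 20 h incubation at 37 °C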
hDAT+cocaine: modulates human dopamine transporter uptake under cocaine; 110,000 tested, 1.3% active; B-score at 10 µM; LLC-PK1 hDAT cells, [14C]-dopamine uptake with cocaine IC80; actives deviate in either direction;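 active = Z score or B-score, a plate-position-corrected score, falls beyond the plate's 99.7% confidence bounds, in either direction; inactive = both scores lie inside the 99.7% bounds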;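 also: scored against the spread of the other compound wells on the same plate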
PTK2B oligo ant: blocks oligomerization of human Pyk2 in cells; Q14289; Q293 cells, Pyk2 FERM NanoBiT luminescence; stronger effect = lower value; z-score (the deposit names both 25 µM and 10 µM); 99,000 tested, 0.83% active; AID 1347419;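 active = Z-score of -3 or lower, scaled per plate to the spread of control and sample wells; inactive = z-score above -3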;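 also: negative z-score means lost luminescence so less FERM oligomerization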
Target sequence (Q14289 whole entry, looked up): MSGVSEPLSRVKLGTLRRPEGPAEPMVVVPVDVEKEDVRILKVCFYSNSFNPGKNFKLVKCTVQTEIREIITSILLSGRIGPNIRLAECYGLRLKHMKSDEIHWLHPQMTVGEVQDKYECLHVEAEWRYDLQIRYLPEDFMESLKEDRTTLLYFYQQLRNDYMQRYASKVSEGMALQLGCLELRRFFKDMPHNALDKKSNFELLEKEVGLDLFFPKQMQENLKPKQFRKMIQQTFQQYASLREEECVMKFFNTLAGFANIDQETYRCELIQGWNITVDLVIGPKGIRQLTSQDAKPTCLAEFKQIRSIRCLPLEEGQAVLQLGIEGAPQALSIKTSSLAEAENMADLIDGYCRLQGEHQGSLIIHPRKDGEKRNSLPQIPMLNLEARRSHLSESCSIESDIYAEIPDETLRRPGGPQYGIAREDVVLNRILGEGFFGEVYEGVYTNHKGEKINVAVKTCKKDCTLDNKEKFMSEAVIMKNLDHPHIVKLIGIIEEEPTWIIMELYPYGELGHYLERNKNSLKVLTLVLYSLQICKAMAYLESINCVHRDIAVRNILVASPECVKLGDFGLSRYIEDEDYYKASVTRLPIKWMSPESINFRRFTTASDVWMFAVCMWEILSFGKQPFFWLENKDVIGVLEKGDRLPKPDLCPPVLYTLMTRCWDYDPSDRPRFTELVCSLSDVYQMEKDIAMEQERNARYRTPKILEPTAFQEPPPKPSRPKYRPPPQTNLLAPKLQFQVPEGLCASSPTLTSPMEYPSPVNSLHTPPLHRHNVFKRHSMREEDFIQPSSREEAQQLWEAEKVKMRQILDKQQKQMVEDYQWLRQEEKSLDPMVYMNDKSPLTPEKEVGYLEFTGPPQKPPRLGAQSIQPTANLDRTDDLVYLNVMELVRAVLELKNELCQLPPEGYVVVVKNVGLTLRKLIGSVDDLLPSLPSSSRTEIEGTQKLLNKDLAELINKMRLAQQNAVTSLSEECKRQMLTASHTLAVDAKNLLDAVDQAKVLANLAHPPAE
Starred values were filed as active, the others as inactive; x = not tested or not shown. Rule as the data show it, unless noted: active = inhibition above about 30%; inactive = the rest.

SMILES | LYP act | PostGolgi ctrl | PostGolgi yeast | PTPN22 inh 2 | CYP2C9 inhib | CYP2C9 activ | Ecoli WT expand | hDAT+cocaine | PTK2B oligo ant
CCOC(=O)C(Cc1ccccc1)NC(=O)CCc1c(C)nc2nc(C)nn2c1C (centres undefined) | -1 | 15 | 10 | 4 | -11 | 1.1 | 1 | -0.84 | 1.1
Cc1ccc(C(=O)O)c(C(=O)Nc2nc(C)cs2)c1 | -5 | 0 | -5 | 5 | -7 | 1.1 | -15 | 1 | 0.87
O=C(NCc1ccc2c(c1)OCO2)c1cccc(N2CCCC2=O)c1 | 7 | 0 | -3 | -6 | 61* | 0.4 | 6 | -0.43 | 0.88
Nc1nc(CN2CCc3ccccc3C2)nc(Nc2ccccc2)n1 | 1 | 14 | -3 | -1 | 52* | 0.5 | 12 | 0.48 | -0.31
NC(=O)C1(N2CCCCC2)CCN(c2nc(-c3ccccc3)cs2)CC1 | -2 | 15 | 7 | 1 | 88* | 0.1 | 5 | 0.11 | -0.54
COc1ccc(C(=O)NCCSCc2ccccc2C)cc1 | -7 | 19 | -2 | 7 | 52* | 0.5 | 11 | 1.8 | 0.72
COC(=O)c1c(NC(=O)c2ccc(Br)o2)sc(C)c1C | -2 | 10 | 6 | -1 | 20 | 0.8 | -8 | 0.9 | -0.45
COC(C(=O)Nc1ccc(F)cc1F)c1ccccc1 (centres undefined) | 7 | 4 | -5 | -6 | -2 | 1 | 7 | -0.017 | 0.07
CCOc1ccccc1OCC(=O)Nc1nnc(COC)s1 | 4 | 3 | -5 | -1 | x | x | -16 | -0.57 | -0.79
Cc1occc1C(=O)Nc1cccc2ccccc12 | 9 | 14 | -7 | -5 | x | x | 5 | -0.16 | 0.84
c1ccc2c(N3CCCCC3)ncnc2c1 | -12 | 2 | -1 | 11 | 7 | 0.9 | 13 | -0.45 | 0.35
C=CCc1c(C)nc(SC(C)C)[nH]c1=O | 0 | 5 | 1 | -4 | -8 | 1.1 | -2 | 0.22 | 0.1
CCOc1ccc2c(C)nc(NC3=NC(C)(C)C=C(C)N3)nc2c1 | 0 | 15 | 6 | -1 | x | x | 8 | 1.7 | 0.3
COC(=O)c1cccc(NC(=O)NC2CCCN2S(=O)(=O)c2ccc(Cl)cc2)c1 (centres undefined) | 2 | 20 | 3 | -5 | 54* | 0.5 | 8 | 1.1 | -0.42
O=C(c1ccccc1)c1nn(-c2ccc(Cl)cc2)c(=O)cc1C(F)(F)F | 1 | 12 | 0 | 0 | 53* | 0.5 | -2 | 2.3 | -0.45
COc1ccc(C/C(O)=C(\C#N)c2nc3ccccc3s2)cc1 | 0 | -3 | -2 | -5 | 68* | 0.3 | -7 | -0.98 | -0.06
COc1ccc(-c2cc(C3CC3)nc3sc(C#N)c(N)c23)cc1 | -8 | 63* | 6 | 11 | 59* | 0.4 | -5 | 0.89 | -0.31
COc1ccc(CN2CC(C(=O)NCc3ccc4c(c3)OCO4)CC2=O)cc1 (centres undefined) | -7 | -4 | -2 | 9 | 2 | 1 | 8 | -0.8 | 0.8
Cc1ccc(CNC(=O)c2cc3c(=O)n4ccccc4nc3n(Cc3ccco3)c2=N)cc1 | x | x | x | x | 56* | 0.4 | x | -2.7* | -1.5
CCCn1c(CC)nc([N+](=O)[O-])c1Sc1ccc(C)cc1 | 7 | 12 | 5 | -10 | 8 | 0.9 | 8 | -0.32 | -1.7
O=C(OCC(=O)N1CCCc2ccccc21)c1ccc(Br)o1 | 0 | 8 | -2 | 1 | 51* | 0.5 | 3 | 1.6 | 0.65
COc1ccc2[nH]c(=O)c(CN(Cc3cccs3)Cc3nnnn3Cc3ccccc3)cc2c1 | 8 | 2 | 11 | -10 | 13 | 0.9 | 7 | 0.28 | 0.3
Cc1onc(-c2ccccc2Cl)c1C(=O)Nc1ccc(CN2CCCC2)cc1 | -3 | 2 | -1 | 3 | 49 | 0.5 | -4 | 0.64 | -0.33
Cn1c(=O)c2c(nc(N3CCCCC3)n2CCSc2nc3ccccc3s2)n(C)c1=O | x | 10 | 5 | x | 34 | 0.7 | 2 | 0.39 | -0.34
COc1ccc2c(c1)c(=O)oc1cc3occ(C(C)(C)C)c3cc12 | 7 | 17 | -6 | -4 | 5 | 1 | -8 | x | 1.1

For convenience, some entries already given.
SMILES | LYP act | PostGolgi ctrl | PostGolgi yeast | PTPN22 inh 2 | CYP2C9 inhib | CYP2C9 activ | Ecoli WT expand | hDAT+cocaine | PTK2B oligo ant
COC(=O)c1c(NC(=O)c2ccc(Br)o2)sc(C)c1C | -2 | 10 | 6 | -1 | 20 | 0.8 | -8 | 0.9 | -0.45
COC(C(=O)Nc1ccc(F)cc1F)c1ccccc1 (centres undefined) | 7 | 4 | -5 | -6 | -2 | 1 | 7 | -0.017 | 0.07
CCOc1ccccc1OCC(=O)Nc1nnc(COC)s1 | 4 | 3 | -5 | -1 | x | x | -16 | -0.57 | -0.79

Whole records from above. Order of screens: LYP act	PostGolgi ctrl	PostGolgi yeast	PTPN22 inh 2	CYP2C9 inhib	CYP2C9 activ	Ecoli WT expand	hDAT+cocaine	PTK2B oligo ant
`COC(=O)c1c(NC(=O)c2ccc(Br)o2)sc(C)c1C` reads -2	10	6	-1	20	0.8	-8	0.9	-0.45
`COc1ccc(-c2cc(C3CC3)nc3sc(C#N)c(N)c23)cc1` reads -8	63*	6	11	59*	0.4	-5	0.89	-0.31
`Cc1ccc(C(=O)O)c(C(=O)Nc2nc(C)cs2)c1` reads -5	0	-5	5	-7	1.1	-15	1	0.87
`COc1ccc(C(=O)NCCSCc2ccccc2C)cc1` reads -7	19	-2	7	52*	0.5	11	1.8	0.72

Following part.
SMILES | LYP act | PostGolgi ctrl | PostGolgi yeast | PTPN22 inh 2 | CYP2C9 inhib | CYP2C9 activ | Ecoli WT expand | hDAT+cocaine | PTK2B oligo ant
COc1cc(OC)cc(-c2nnc(SCC(=O)N3c4ccccc4Sc4ccccc43)o2)c1 | 19 | x | x | -26 | x | x | x | 0.19 | 0.44
Cc1ccn2cc(CNS(=O)(=O)c3ccc4c(c3)OCCO4)nc2c1 | 1 | 20 | 17 | -1 | -18 | 1.2 | 8 | -1.4 | x
O=C(Nc1ccc2oc(-c3ccccc3Cl)nc2c1)c1ncn[nH]1 | -7 | 1 | -1 | 2 | 5 | 1 | -6 | -0.36 | -1.3
S=c1[nH]nc(-c2ccc(Cl)cc2)n1Cc1ccccc1 | -7 | x | x | 6 | x | x | x | -0.0033 | -0.71
C/C(NCCN1CCOCC1)=C(\C#N)C(N)=O | 1 | x | x | -4 | x | x | x | -0.36 | -0.07
CCOc1c(Cl)cc(C(=O)NCCN2CCCCC2)cc1Cl | 2 | 3 | -3 | -2 | -5 | 1.1 | 5 | 1.3 | 0.38
CCOC(=O)N1CC=C2C(C#N)=C(N)C(C#N)(C#N)[C@H](c3ccc(OCC)c(OCC)c3)[C@H]2C1 | -15 | 0 | 1 | 14 | 18 | 0.8 | -6 | -0.23 | -1.5
O=C(O)CCc1nn2cc(-c3ccccc3)nc2[nH]c1=O | 8 | 11 | 1 | -13 | x | x | -4 | -0.62 | -0.7
Cc1cc2nc(SCCN3CCOCC3)[nH]c2cc1C | 1 | x | x | -1 | x | x | x | 0.28 | -0.12
COc1ccc2c(c1)CCc1c(C(=O)N3CCc4ccccc4C3)noc1-2 | -4 | 45* | 40* | 2 | 74* | 0.3 | -20 | 2.2 | -0.93
O=S(N1CCCCCC1)C12CC3CC(CC(C3)C1)C2 (centres undefined) | 0 | 8 | 2 | -3 | 10 | 0.9 | 11 | -0.15 | 0.84
CC(NC(=O)Nc1ccc(Cl)cc1)C(c1cccs1)N1CCOCC1 (centres undefined) | -1 | -1 | 9 | 0 | 49 | 0.5 | -4 | -1.8 | x
COc1ccccc1S(=O)(=O)n1cc(Cc2ccccc2)c(N)n1 | -4 | 9 | -6 | -1 | x | x | -2 | 1.1 | -0.22
COC(=O)c1oc2ccc(Br)cc2c1NC(=O)c1ccccc1 | 0 | 7 | -5 | 0 | -4 | 1 | -4 | 0.33 | 0.82
O=C(Nc1ccc(Cl)cc1)OCc1cc(-c2ccccc2Cl)on1 | -5 | 8 | 1 | 8 | 0 | 1 | -15 | x | -0.16
Cc1ccc(NC(=O)CN(C)C(=O)CCCN2C(=O)c3ccccc3C2=O)cc1 | 22 | -5 | -5 | -25 | 21 | 0.8 | 3 | -0.065 | 1.4
Cc1cccc(N2CCN(Cc3cc(=O)n4ccsc4n3)CC2)c1C | -5 | 13 | -3 | 8 | -7 | 1.1 | -3 | -0.014 | -1
CCOC(=O)c1c(NC(=O)C2COc3ccccc3O2)sc(C)c1C (centres undefined) | -5 | x | x | 2 | x | x | x | 1.3 | -0.56
Cc1cc(=O)n(C)c(=O)n1CCCCCCN1CCCC1 | 0 | x | x | -2 | x | x | x | -0.26 | 0.57
Cc1cc(NS(=O)(=O)c2ccc(NC(=O)C(C)Oc3ccc(Cl)cc3)cc2)no1 (centres undefined) | 6 | 4 | 0 | -4 | -10 | 1.1 | 8 | 0.14 | 1.2
COc1ccc(S(=O)(=O)Cc2ccc(C(=O)N3CCN(c4ccccc4F)CC3)o2)cc1 | x | 32* | -5 | x | 89* | 0.1 | 1 | 1.2 | x
COc1ccc2oc3ccc(OC)cc3c(=O)c2c1 | 2 | 10 | 5 | 2 | -30 | 1.3 | -2 | 0.18 | -0.05
N#CC1=C(N)C(C#N)(C#N)[C@H](c2c(F)cccc2F)[C@H]2CC3(CC=C12)OCCO3 | 3 | 5 | 1 | -4 | 36 | 0.6 | 2 | -0.025 | -1.8
CC(C)NC(=O)c1onc(CSc2cccc(F)c2)c1C(=O)O | 0 | -4 | 15 | 3 | 35 | 0.7 | 2 | 0.94 | x
O=C(CN1CCN(S(=O)(=O)c2ccc(F)cc2)CC1)Nc1cccc(C(F)(F)F)c1 | -3 | 13 | 7 | 4 | 4 | 1 | -4 | x | 0.03
More results:
SMILES | LYP act | PostGolgi ctrl | PostGolgi yeast | PTPN22 inh 2 | CYP2C9 inhib | CYP2C9 activ | Ecoli WT expand | hDAT+cocaine | PTK2B oligo ant
CC(C)(C)n1ncc2c(=O)n(CC(=O)N3CCc4ccccc43)cnc21 | -6 | 11 | -20 | 4 | 10 | 0.9 | -10 | -0.0072 | 0.02
Cc1cc(C(=O)NCCCC(=O)O)c(C)o1 | -1 | 3 | 9 | -2 | 18 | 0.8 | -6 | -1.2 | -0.82
O=C(CN1CCN(c2ccc(F)cc2)CC1)N1CCOCC1 | 9 | 17 | 0 | -12 | 17 | 0.8 | 0 | -0.004 | -0.34
O=C(CNC(=S)N(Cc1ccccc1F)C1CCCCC1)NC1CC1 | 3 | 14 | 3 | 0 | 6 | 0.9 | 7 | 1.3 | 1.4
N#CCc1nc2c3c4c(sc3ncn2n1)CCCC4 | 2 | 11 | 14 | -1 | -8 | 1.1 | -2 | -0.15 | 0.76
O=C(CSCc1ccccc1Cl)NNC(=S)Nc1ccccc1 | -7 | 1 | -10 | 10 | 75* | 0.3 | 7 | 1.4 | -0.28
CC(C)CCN1C(=O)c2ccc(-c3nc4ccccc4c(=O)o3)cc2C1=O | 7 | 6 | 0 | -6 | 27 | 0.7 | -2 | -0.014 | -3.3*
COC(=O)[C@H](CC(C)C)NC(=O)NC1CCCCC1C (some centres undefined) | 5 | -1 | -1 | -1 | 23 | 0.8 | 3 | -0.8 | 0.26
O=P(O)(O)CP(=O)(O)O | 10 | -11 | -7 | -14 | -31 | 1.3 | -5 | -0.43 | x
COc1ccccc1/C=C/C=N/N1CCN(Cc2cccc3ccccc23)CC1 | -14 | 0 | -7 | 17 | -6 | 1.1 | -11 | x | -0.57
